Bioassay records from PubChem BioAssay.
GDH-TPI inh = GDH-TPI coupling enzyme inhibitors, primary screen, artefact control for M. tuberculosis FBA inhibitor project, biochemical, absorbance, full deck. GDH-TPI coupled enzyme counterscreen, NADH absorbance. inhibition, % at 4.8 µM. actives 1.2% (n = 360,000). AID 588335, 2011;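 also: 0% = DMSO wells and 100% = wells lacking the enzyme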
PrPC TRFRET = inhibitors of human cell surface prion protein PrPC, primary screen, cell-based, TR-FRET. Major prion protein (Homo sapiens), P04156. TR-FRET read-out. inhibition, % at 13.8 µM. actives 0.43% (n = 370,000); in the data active = inhibition above about 24%; also: 0% = median of the test wells and 100% = reference compound wells
UGM FP inh = M. tuberculosis UGM enzyme inhibitors, primary screen, biochemical, fluorescence polarization, single point; UDP-galactopyranose mutase (Mycobacterium tuberculosis (strain ATCC 25618 / H37Rv)), …; purified UGM, fluorescence polarization probe displacement; inhibition, % at 10 µM; actives 0.06% (n = 320,000); AID 504406, 2011; in the data active = inhibition above about 10%, passing the limit was not always enough; inconclusive = no clear call, values can overlap the other calls
Target sequence (P9WIQ1 whole entry, looked up): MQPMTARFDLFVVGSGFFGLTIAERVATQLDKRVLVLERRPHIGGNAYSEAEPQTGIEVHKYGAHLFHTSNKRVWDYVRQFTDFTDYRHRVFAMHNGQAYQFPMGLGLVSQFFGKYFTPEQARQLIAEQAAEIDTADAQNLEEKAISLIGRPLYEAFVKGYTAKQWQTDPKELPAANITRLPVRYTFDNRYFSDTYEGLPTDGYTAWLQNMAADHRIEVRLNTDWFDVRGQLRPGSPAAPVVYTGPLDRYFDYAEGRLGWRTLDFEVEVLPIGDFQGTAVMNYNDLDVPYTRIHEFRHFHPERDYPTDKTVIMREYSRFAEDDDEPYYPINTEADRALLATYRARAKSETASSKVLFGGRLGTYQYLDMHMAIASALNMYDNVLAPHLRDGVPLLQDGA
FBA Mtb inh = Mtb FBA enzyme inhibitors, primary screen, biochemical, fluorescence, strain H37Rv; Fructose-bisphosphate aldolase (Mycobacterium tuberculosis (strain ATCC 25618 / H37Rv)), …; purified M. tuberculosis FBA, fluorescence read-out; inhibition, % at 1 µM; actives 2.3% (n = 360,000); AID 588726, 2011; in the data active = inhibition above about 27%;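 also: 0% = vehicle and 100% = reference inhibitor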
Target sequence (P9WQA3 whole entry, looked up): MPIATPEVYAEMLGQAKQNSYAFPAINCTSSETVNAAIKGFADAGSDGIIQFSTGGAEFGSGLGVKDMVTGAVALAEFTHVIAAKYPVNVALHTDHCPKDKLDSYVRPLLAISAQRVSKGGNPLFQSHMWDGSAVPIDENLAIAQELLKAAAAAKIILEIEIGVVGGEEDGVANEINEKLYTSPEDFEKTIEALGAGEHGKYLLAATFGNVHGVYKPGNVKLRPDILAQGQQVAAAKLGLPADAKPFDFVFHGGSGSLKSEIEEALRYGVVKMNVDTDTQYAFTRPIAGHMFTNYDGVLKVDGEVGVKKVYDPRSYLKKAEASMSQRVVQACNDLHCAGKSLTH
BioA inh = M. tuberculosis BioA enzyme inhibitors, primary screen, biochemical, plate reader, single point, HTS; AID 602481, 2012; actives 0.096% (n = 360,000); inhibition, % at 9.99 µM; purified M. tuberculosis BioA enzyme; in the data active = inhibition above about 40%; inconclusive = no clear call, values can overlap the other calls
CCHFV vOTU inh = CCHFV vOTU protease inhibitors, primary screen, biochemical, Pep-AMC substrate, fluorescence. Crimean-Congo hemorrhagic fever virus L polyprotein viral ovarian tumor (vOTU) protease …. inhibition, % at 11.5 µM. actives 0.55% (n = 370,000). AID 651958, 2012; also: 0% = vehicle wells with enzyme and 100% = no enzyme wells
BoNT-F LC inh = BoNT/F light chain protease inhibitors, primary screen, biochemical, flow cytometry, MLPCN library; Botulinum neurotoxin type F light chain protease (Clostridium botulinum); Multiplex microsphere protease cleavage assay; inhibition, % at 10 µM; actives 0.22% (n = 360,000); AID 588497, 2011; in the data active = inhibition above about 35%, passing the limit was not always enough; inconclusive = no clear call, values can overlap the other calls; also: plate controls were buffer without enzyme for full effect and enzyme alone for no effect
FadD28 binding = inhibitors of FadD28 bisubstrate probe binding, primary screen, biochemical, fluorescence polarization, single point; Mycobacterium tuberculosis FadD28 fatty-acid-AMP ligase; inhibition, % at 12.5 µM; actives 0.22% (n = 360,000); AID 588549, 2011; in the data active = inhibition above about 8.5%, passing the limit was not always enough; inconclusive = no clear call, values can overlap the other calls
BoNT A protease = BoNT/A light chain protease inhibitors, primary screen, biochemical, flow cytometry, MLPCN library; Botulinum neurotoxin type A light chain protease (Clostridium botulinum A str. ATCC 3502); multiplex microsphere protease substrate cleavage; inhibition, % at 10 µM; actives 0.17% (n = 360,000); AID 588499, 2011; in the data active = inhibition above about 30%; inconclusive = no clear call, values can overlap the other calls; also: plate controls were buffer without enzyme for full effect and enzyme alone for no effect
The depositor's hits bear a star; ? = inconclusive; . = no result given. Rule as the data show it, unless noted: active = inhibition above about 30%; inactive = the rest. Rows were taken by chance. Share with any hit: about 4.8%.

Below each SMILES: GDH-TPI inh	PrPC TRFRET	UGM FP inh	FBA Mtb inh	BioA inh	CCHFV vOTU inh	BoNT-F LC inh	FadD28 binding	BoNT A protease
- Cc1ccc(O)c(Sc2cc(C)ccc2O)c1
→ 11	1	0.1	2	2.7	8	-21	-0.1	-1.2
- CC(=O)Nc1ccc(C(=O)CSc2nnc(C)o2)cc1
→ 16	-2	1.2	1	-1.9	9	11	0.4	0.6
- CCn1cc(/C=C(\NC(=O)c2ccc(OC)cc2)C(=O)NCCCn2ccnc2)c2ccccc21
→ 37*	-6	.	-5	3.8	23	4	-3.2	-0.2
- Cc1cccc(C)c1N1CCN(c2n[nH]c(N)n2)CC1
→ 5	5	0.8	-1	.	-2	-8	-3.5	-1.6
- O=C(O)c1ccccc1Nc1cc(Cl)c2nonc2c1[N+](=O)[O-]
→ 13	-23	-2.5	-18	0.6	17	?	0.6	-11
- Cc1ccc(NC(=O)C(C)N=C2NS(=O)(=O)c3ccccc32)cc1F (configuration not stated)
→ 1	7	6.0	-2	-0.3	0	-5	-4.8	-0.1
- Cc1c(Cl)cccc1NC(=O)c1cc(C2CC2)on1
→ -6	1	-0.4	5	0.7	3	1	3.3	0.2
- CC(C)Oc1cccc(C(=O)C2CCCN(C(=O)c3ccsc3)C2)c1 (configuration not stated)
→ 17	-6	-0.5	4	.	3	-1	-1.5	-1.0
- N#Cc1c(N)sc2c1CCCCCC2
→ 4	4	4.1	1	.	13	-4	3.0	-1.5
- CC1(C)Cc2cccc(OCC(=O)NCc3ccccc3F)c2O1
→ 5	-6	2.7	-2	0.5	-6	0	-3.1	0.1
- O=C(c1ccc(N2CCCC2=O)cc1)N1CCN(c2ccccc2O)CC1
→ -2	2	1.1	5	6.3	7	-21	-0.8	-1.8
- O=C(Nc1ccc(NC(=O)c2ccccc2O)cc1)Nc1ccc(F)cc1F
→ 16	1	-0.3	34*	.	2	?	-1.6	2.1
- COc1ccccc1C(=O)Nc1cccc(SC)c1
→ -5	-1	4.2	-1	.	5	10	-1.4	-0.9
- Cc1ccc(NC(=O)CNc2ccc(Cl)cc2F)cc1
→ -2	2	0.9	1	.	-3	-6	-4.0	-0.1
- CCNS(=O)(=O)c1ccc(NC(=O)c2ccc(Cn3cc(Br)cn3)o2)cc1
→ 1	4	-1.1	1	4.6	-8	2	-6.4	-0.3
- O=C(CSc1cccc[n+]1[O-])C12CC3CC(CC(C3)C1)C2
→ -7	-4	-1.1	3	.	-10	-18	-3.2	0.4
- COc1ccc(-c2nnc(SC)n2C)cc1
→ -2	2	2.6	0	4.3	-13	-16	-3.1	-2.1
- CC1C(=O)N2CCCc3cc(NC(=O)CC(C)(C)C)cc1c32 (configuration not stated)
→ 2	-1	0.2	3	-0.2	5	-1	-3.1	1.1
- CCc1nc2c(OCc3ccc(Cl)cc3Cl)cccn2c1N(C)C(C)=O
→ 0	8	.	-2	3.6	-12	1	-1.3	-0.2
- O=C(C1CCCN(S(=O)(=O)c2ccccc2)C1)N1CCN(c2ccc(F)cc2)CC1 (configuration not stated)
→ -4	2	0.5	-1	2.1	-1	-7	-4.5	-0.2
- COCCCNC(=O)C[C@@H]1C[C@@]2(C(=O)OC)CCCCC=C2N(Cc2cccc3ccccc23)C1=O
→ .	-2	.	.	.	5	-7	.	0.0
- O=C1N/C(=C/c2cccs2)C(=O)N1Cc1ccc(F)cc1
→ 15	-9	2.4	0	.	16	-5	0.4	-0.6
- O=C(COc1ccc(Cl)cc1Br)Nc1nnc(C2CC2)s1
→ -2	0	1.4	-1	-1.9	1	3	-0.1	1.3
- CCc1ccc(-c2n[nH]c(=O)c3ccccc23)cc1
→ 5	5	-0.4	0	0.4	9	5	0.4	-1.2
- Cc1cc(=O)oc2cc(OCC(=O)N3CCN(Cc4ccccc4)CC3)ccc12
→ 17	8	-0.4	35*	2.2	-5	-7	1.1	-0.2
- Cc1cc(NC(=O)CN2C(=O)/C(=C/c3ccc(C(C)C)cc3)SC2=S)no1
→ 5	-10	.	1	-2.5	10	-1	-0.4	0.6
- O=CN1Cc2[nH]c3ccccc3c2N(c2ccc(Cl)cc2)C1=O
→ 16	1	1.0	2	1.9	-2	-3	0.2	-0.3
- Cc1cccc(NC(=O)c2ccc(C3SCC(=O)N3CCc3ccccc3)cc2)c1C (configuration not stated)
→ -2	14	-1.4	2	0.7	-9	0	-2.6	1.2
- CC(=O)Nc1c(NC(=O)CC#N)[nH]c2c(c1=O)c(=O)n(C)c(=O)n2C
→ 5	10	2.2	1	.	2	-1	-1.3	-0.1
- CC(=O)c1ccc(-c2ccc(/C=C(/Sc3n[nH]c(C)n3)C(=O)O)o2)cc1
→ 39*	-2	2.5	-17	.	-1	-5	-0.6	0.7
- CCOc1ccc(/C=N/NC(=O)c2cc3c(OC)cc(OC)cc3[nH]2)cc1OC
→ 30	9	-1.3	5	0.4	-4	0	1.2	0.9
- CCOC(=O)C(=Cc1ccc(-c2ccsc2C(=O)OC)o1)C(=O)OCC
→ 16	6	-1.2	-1	.	-10	1	0.0	0.6
- CCCNC(=O)NC(=O)CSc1nnc(-c2c[nH]c3ccccc23)o1
→ -2	5	1.9	2	.	-6	?	1.0	-8.8
- COC(=O)c1c(NC(=O)CSc2nnnn2-c2ccccc2)sc2c1CCC(C)C2 (configuration not stated)
→ 18	-3	-4.4	-2	.	18	-2	0.9	0.4
- CCn1nc(NC(=O)c2cccnc2)c2cc3cccc(C)c3nc21
→ 12	3	-3.0	4	-0.7	4	-2	-0.7	-0.3
- NC(=S)N/N=C/C=C/c1ccccc1
→ 38*	2	-2.0	1	.	1	-7	-0.3	-0.9
- O=C(Nc1ccccc1C(=O)N1CCCC1)c1ccccc1
→ 12	0	0.3	-1	-0.7	0	-5	-0.6	-0.7
- COc1ccc(OC)c2[nH]c(=O)c(CCNC(=O)COc3ccccc3)cc12
→ 7	-2	-0.5	3	.	16	-5	-1.0	0.1
- Cc1cccnc1C1=NOC(Cc2ccccc2)C(=O)N1Cc1ccc(F)cc1 (configuration not stated)
→ -3	1	.	-1	-0.6	4	-6	-5.6	-0.2
- CCCOc1ccc(-c2cn3ccccc3n2)cc1[N+](=O)[O-]
→ 14	-12	-0.3	4	.	8	9	-1.6	0.6

Whole records, quoted from the list. Values in the order: GDH-TPI inh	PrPC TRFRET	UGM FP inh	FBA Mtb inh	BioA inh	CCHFV vOTU inh	BoNT-F LC inh	FadD28 binding	BoNT A protease
Results for O=C1N/C(=C/c2cccs2)C(=O)N1Cc1ccc(F)cc1 = 15	-9	2.4	0	.	16	-5	0.4	-0.6
Results for CCOC(=O)C(=Cc1ccc(-c2ccsc2C(=O)OC)o1)C(=O)OCC = 16	6	-1.2	-1	.	-10	1	0.0	0.6

Part of the list above in another layout.
canonical_smiles	GDH-TPI inh	PrPC TRFRET	UGM FP inh	FBA Mtb inh	BioA inh	CCHFV vOTU inh	BoNT-F LC inh	FadD28 binding	BoNT A protease
COCCCNC(=O)C[C@@H]1C[C@@]2(C(=O)OC)CCCCC=C2N(Cc2cccc3ccccc23)C1=O	.	-2	.	.	.	5	-7	.	0.0
O=C1N/C(=C/c2cccs2)C(=O)N1Cc1ccc(F)cc1	15	-9	2.4	0	.	16	-5	0.4	-0.6
O=C(COc1ccc(Cl)cc1Br)Nc1nnc(C2CC2)s1	-2	0	1.4	-1	-1.9	1	3	-0.1	1.3
CCc1ccc(-c2n[nH]c(=O)c3ccccc23)cc1	5	5	-0.4	0	0.4	9	5	0.4	-1.2
Cc1cc(=O)oc2cc(OCC(=O)N3CCN(Cc4ccccc4)CC3)ccc12	17	8	-0.4	35*	2.2	-5	-7	1.1	-0.2
Cc1cc(NC(=O)CN2C(=O)/C(=C/c3ccc(C(C)C)cc3)SC2=S)no1	5	-10	.	1	-2.5	10	-1	-0.4	0.6
O=CN1Cc2[nH]c3ccccc3c2N(c2ccc(Cl)cc2)C1=O	16	1	1.0	2	1.9	-2	-3	0.2	-0.3
Cc1cccc(NC(=O)c2ccc(C3SCC(=O)N3CCc3ccccc3)cc2)c1C (configuration not stated)	-2	14	-1.4	2	0.7	-9	0	-2.6	1.2
CC(=O)Nc1c(NC(=O)CC#N)[nH]c2c(c1=O)c(=O)n(C)c(=O)n2C	5	10	2.2	1	.	2	-1	-1.3	-0.1
CC(=O)c1ccc(-c2ccc(/C=C(/Sc3n[nH]c(C)n3)C(=O)O)o2)cc1	39*	-2	2.5	-17	.	-1	-5	-0.6	0.7
CCOc1ccc(/C=N/NC(=O)c2cc3c(OC)cc(OC)cc3[nH]2)cc1OC	30	9	-1.3	5	0.4	-4	0	1.2	0.9
CCOC(=O)C(=Cc1ccc(-c2ccsc2C(=O)OC)o1)C(=O)OCC	16	6	-1.2	-1	.	-10	1	0.0	0.6

Next part
Below each SMILES: GDH-TPI inh	PrPC TRFRET	UGM FP inh	FBA Mtb inh	BioA inh	CCHFV vOTU inh	BoNT-F LC inh	FadD28 binding	BoNT A protease
- CCCSc1nc2c(cnn2-c2ccc(C)c(C)c2)c(=O)[nH]1
→ 0	8	0.9	5	-0.6	-4	-6	-0.4	0.0
- COC(=O)c1cc(OC)c(OC)cc1NC(=O)C1CCCO1 (configuration not stated)
→ -3	4	2.6	15	0.9	10	3	-3.1	4.3
- O=c1c2c3c(sc2ncn1/N=C/c1ccco1)CCCC3
→ 11	0	1.6	2	.	-19	-6	1.6	-0.2
- COC(=O)c1cnc(Nc2nc(C(N)COCc3ccccc3)cs2)nc1C(F)(F)F (configuration not stated)
→ 9	2	.	-2	-1.4	24	-11	-5.5	-0.4
- COc1ccc(OC)c(/C=C/C(=O)c2ccc(Cl)cc2)c1
→ 13	-5	-3.1	0	-2.0	-8	2	-3.0	14
- O=C(NC1CCCC1)C(c1ccc(F)cc1)N(Cc1ccccc1)C(=O)c1csnn1 (configuration not stated)
→ -5	5	-0.2	-2	0.8	9	-11	-1.2	-1.6
- COc1cccc(Nc2nc(N)nc(-c3oc4ccccc4c3C)n2)c1
→ 3	-1	5.1	0	-0.5	-4	-4	-12	-0.9
- Cc1cccc(C)c1NC(=O)CN(C)C(=O)c1cccc(NS(=O)(=O)c2ccccc2)c1
→ 4	-4	-1.0	3	0.0	2	-1	-0.3	2.4
- C=CCNc1ncnc2c1ncn2[C@H]1CN(CCc2ccccc2)C[C@@H](CO)O1
→ 6	-10	.	1	0.2	4	-2	-0.2	-0.5
- CCOc1ccc(CCNC(=O)COC(=O)c2ccc[nH]c2=O)cc1OCC
→ 2	5	-1.1	-1	-0.4	3	-10	-2.0	-0.1
- COc1ccc(S(=O)(=O)N2CC=C(C(=O)NC3CCCC3)CC2)cc1
→ -10	-3	-1.0	3	1.6	11	-4	-4.7	-1.3
- CN(C)c1cc[n+](CC(=O)Nc2ccccc2C(F)(F)F)cc1
→ 7	6	0.0	-1	-0.6	-5	-11	-15	-0.8
- Cc1ccc(F)c([C@H]2[C@H]3C=CC[C@@H](C)[C@@H]3C(=O)N2Cc2ccccc2)c1
→ 5	-15	-0.1	2	-0.8	7	2	-4.5	0.2
- CCc1ccc(OCC(=O)NNC(=O)Cc2c(F)cccc2Cl)cc1
→ 2	-2	-0.5	4	0.2	2	1	-0.7	-5.1
- Nc1ncnc2c1ncn2[C@@H]1O[C@H](CNCc2cccc(C#Cc3ccccc3)c2)[C@@H](O)[C@H]1O
→ 2	-1	.	-1	6.4	8	-3	-3.5	-0.2
- CC(C)N1CCOC(c2ccc(O)c(O)c2)C1 (configuration not stated)
→ .	1	.	-2	.	4	-6	-2.6	-0.5
- COc1cc(OC)c2c(-c3cccc(-c4cccc(C)c4)c3)cc(=O)oc2c1
→ 26	15	.	4	-0.6	10	-7	0.7	-0.3
